Screening results as filed in PubChem BioAssay.
RXFP1 antag: RXFP1 (human) relaxin receptor antagonism; HEK293-RXFP1, relaxin-stimulated cAMP HTRF, 30 min; active compounds read low; activity change, negative = inhibition, % at 57.5 µM; 350,000 compounds, 0.59% hits; AID 1259400;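 active = activity change of -60% or lower, but not beyond a set lower limit; inconclusive = change between -60% and -40%, or beyond the set limit; inactive = change above -40%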
Target sequence (Q9HBX9 whole entry, looked up): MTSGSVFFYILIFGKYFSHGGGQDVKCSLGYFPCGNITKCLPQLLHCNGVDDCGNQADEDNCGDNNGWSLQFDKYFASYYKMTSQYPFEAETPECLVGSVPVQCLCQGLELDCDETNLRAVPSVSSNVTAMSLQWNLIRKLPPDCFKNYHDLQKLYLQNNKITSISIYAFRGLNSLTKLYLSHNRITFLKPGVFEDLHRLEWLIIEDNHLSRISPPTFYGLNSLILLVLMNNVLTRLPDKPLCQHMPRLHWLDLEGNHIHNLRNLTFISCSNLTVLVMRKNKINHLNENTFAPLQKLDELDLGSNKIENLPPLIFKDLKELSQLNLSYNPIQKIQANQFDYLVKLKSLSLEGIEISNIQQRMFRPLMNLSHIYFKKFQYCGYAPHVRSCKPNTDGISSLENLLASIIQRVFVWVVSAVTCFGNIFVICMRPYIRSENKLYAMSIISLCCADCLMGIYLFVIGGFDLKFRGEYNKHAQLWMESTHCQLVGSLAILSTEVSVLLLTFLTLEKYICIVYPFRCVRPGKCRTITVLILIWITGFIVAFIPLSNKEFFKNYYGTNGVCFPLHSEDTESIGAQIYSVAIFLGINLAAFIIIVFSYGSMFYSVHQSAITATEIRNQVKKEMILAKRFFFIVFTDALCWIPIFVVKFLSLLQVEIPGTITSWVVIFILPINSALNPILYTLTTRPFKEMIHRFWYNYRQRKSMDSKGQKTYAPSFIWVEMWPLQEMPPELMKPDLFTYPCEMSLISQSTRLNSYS
* marks the source's active call; other numbers are inactive results; ? = inconclusive. % is set by controls: 0 for no effect and ±100 for the full control effect.

RXFP1 antag,Structure
0,CC(=O)Nc1ccc(S(=O)(=O)N(C)CC(=O)NNC(=O)Cc2nc3ccccc3n2C)cc1
-14,COc1ccc(C(=O)O)cc1S(=O)(=O)Nc1ccc(N2CCCCC2)cc1
5,COc1cccc(-c2cc3nc(C)c(C)c(N4CCN(C(=O)c5ccoc5)CC4)n3n2)c1
-5,CCOC(=O)N1CCN(C(=O)CNC(=O)c2ccccc2F)CC1
5,COc1ccc(C(=O)c2ccc([N+](=O)[O-])cc2)c(OC)c1OC
5,COc1cccc(N2CCN(C(=O)c3cccc(S(=O)(=O)N4CCCC4)c3)CC2)c1
4,COc1ccc(C2(CO)OC(CO)C(O)C2O)cc1 (stereo not drawn)
-1,CCCCN1C(=O)C(CC(=O)NCc2cccs2)CC(C(=O)N(C)C)=C1C (stereo not drawn)

Next section
RXFP1 antag,Structure
2,Cc1oc(-c2ccc(F)cc2F)nc1CN1CCN(C(=O)c2ccco2)CC1
-12,CNC(=O)C[C@@H]1C(=O)N(c2ccc(OC)cc2)CC1(C)C
-1,CCN1C(=O)c2cccc3c(S(=O)(=O)N4CCNCC4)ccc1c23
0,O=C(CSc1nnc(-c2ccc3c(c2)OCO3)o1)Nc1c(F)cccc1F
-22,O=C(Nc1cc(S(=O)(=O)Nc2ccccc2Cl)ccc1O)c1ccc(F)cc1F
1,Cc1ccccc1C(=O)NCC(=O)c1ccccc1
-11,Cc1ccc(S(=O)(=O)N(C)C[C@H]2OCCCC[C@@H](C)Oc3ccc(NC(=O)Cc4ccccc4)cc3C(=O)N([C@H](C)CO)C[C@@H]2C)cc1
13,Cc1cccc(N2CC(C(=O)OCC(=O)Nc3sccc3C(N)=O)CC2=O)c1C (stereo not drawn)

(further entries)
RXFP1 antag,Structure
-6,CC(=O)Nc1ccc(SCC(=O)Nc2ccccc2N2CCOCC2)cc1
0,O=C(Cc1ccc(Cl)cc1)N/N=C/c1ccc(O)c(O)c1
-86*,O=C(NNC(=O)c1ccc(-c2ccccc2)cc1)Nc1ccccc1
-8,CCCC1NC(=O)c2cc3ccccc3cc2-n2c1nc1ccc(C)cc1c2=O (stereo not drawn)
-13,C[C@H]1CN([C@@H](C)CO)C(=O)c2cc(-c3ccccc3F)cnc2O[C@@H]1CN(C)C(=O)NC1CCCCC1
-15,O=C(OCC(=O)N1CCCCC1)c1cc(S(=O)(=O)N2CCOCC2)c(Cl)cc1Cl
-4,Cc1ccc(S(=O)(=O)NN=CC2(c3ccccc3)CC2)cc1
-8,Cc1ccc(C(=O)Nc2cccc(C(O)c3ccccc3)c2)cc1 (stereo not drawn)

(cont.)
RXFP1 antag,Structure
-12,COc1ccc(Cl)cc1NC(=O)c1cccc([N+](=O)[O-])c1O
3,Cc1cc(C(=O)Nc2ccon2)ccc1[N+](=O)[O-]
-4,Cc1ccc(S(=O)(=O)Nc2cccc(S(=O)(=O)Nc3ccccc3C(=O)O)c2)c(C)c1
0,COc1ccccc1OCCSc1nc2ccccc2n1CC(=O)O
3,O=C(N/N=C/c1cccnc1)c1cc(-c2ccc(Cl)cc2)nc2ccccc12
?,COc1ccccc1C=Cc1ccnc2ccccc12
-1,CN(C)C(CNC(=O)C1CCCN1C(=O)c1cccs1)c1ccccc1 (stereo not drawn)
6,C[C@H](CO)N1C[C@H](C)[C@H](CN(C)S(=O)(=O)c2ccc(Cl)cc2)OCc2ccccc2-c2c(n(C)c3ccccc23)C1=O

Next results
RXFP1 antag,Structure
-11,CC(=O)Nc1ccc(Oc2nc(-c3cccnc3)nc3sc4c(c23)CCCC4)cc1
10,O=[N+]([O-])c1ccc(-c2cn3ccccc3n2)cc1
-9,COc1cc(/C=C/C(N)=O)cc(OC)c1OC
-8,CC(=NNC(=O)CSCC(=O)NN=C(C)c1ccccc1)c1ccccc1
-9,O=C(O)/C=C/C(=O)Nc1cccc2c1-c1ccccc1C2=O
-5,COc1ccc(NC(=O)O[C@@H](C)[C@@H]2CN3CCc4c([nH]c5ccc(-c6ccc(OC)cc6)cc45)[C@@H]3C[C@@H]2N(C)C(=O)Nc2ccc(OC)cc2)cc1
-5,CCCN(Cc1cc2cccc(C)c2[nH]c1=O)C(=O)c1cccc(OC)c1
8,CC(C)c1ccc(C2OCC(C)([N+](=O)[O-])CO2)cc1 (stereo not drawn)

Further results follow.
RXFP1 antag,Structure
9,O=C(CN1C(=O)C2CC=CCC2C1=O)Nc1ccc(F)c(Cl)c1 (stereo not drawn)
8,O=C(Cc1c(Cl)cccc1Cl)OCC(=O)N1CCOCC1
-6,COCCOC(=O)c1c(C)oc2ccc(O)c(CN3CCC(C)CC3)c12 (tested in a mixture with another compound)
1,Cc1cccc(OCCCC(=O)NNC(=O)c2cccc(N(C)C)c2)c1
22,CCCCCCCCCCCCCCCCCCN(C)C
-4,CC(C)C(=O)N1CCN(c2ccccc2NC(=S)NC(=O)c2ccco2)CC1
-2,O=C(Cc1ccccc1[N+](=O)[O-])NCC(=O)c1ccc2c(c1)OCO2
-1,O=C(Nc1nncs1)C1CCCC1

Remaining list, next part
RXFP1 antag,Structure
5,COC(=O)c1cc(NC(=O)CN(C)C2CCS(=O)(=O)C2)cc(C(=O)OC)c1 (stereo not drawn)
10,COC(=O)c1ccc(CNC(=O)c2ccc(OC)c(S(=O)(=O)NC3CC3)c2)cc1
-7,CC(=O)Oc1[nH]c(=O)c2cccc3c2c1CCC3
2,CN(CC(=O)NCCc1ccc(S(N)(=O)=O)cc1)CC(=O)Nc1ccccc1C(F)(F)F
-4,Oc1ccccc1C=NNc1nc2ccccc2s1
-17,N[C@@H](Cc1cc(I)c(Oc2cc(I)c(O)c(I)c2)c(I)c1)C(=O)O
9,CC1CCCN(C(=O)c2ccc(S(=O)(=O)N3CCC(c4nc5ccccc5s4)CC3)cc2)C1 (stereo not drawn)
2,O=C(COC(=O)c1cccc(S(=O)(=O)N2CCOCC2)c1)NC1CCCCC1

Next section:
RXFP1 antag,Structure
-1,Cc1ccc(S(=O)(=O)NN=C2CCc3ccccc32)cc1
5,O=C(COC(=O)c1ccc(O)cc1)Nc1ccc(S(=O)(=O)N2CCOCC2)cc1
-90*,C=C1CC(Cn2cc(Br)c(=O)[nH]c2=O)(c2ccc(-c3ccccc3)cc2)OC1=O (stereo not drawn)
-16,CCOc1cc(N2CCOCC2)c(OCC)cc1NC(=O)C(C)Oc1ccccc1 (stereo not drawn)
5,Nc1ccccc1CCc1ccccc1N
-1,Cc1ccc(C(=O)NC2CC(C)(C)NC(C)(C)C2)cc1S(=O)(=O)N1CCOCC1
4,CCOC(=O)c1c(C)[nH]c(C)c1C(=O)COC(=O)c1cccnc1OCC
-27,O=C(C=Cc1ccco1)c1ccc2ccccc2c1

(cont.)
RXFP1 antag,Structure
-14,Cc1nnc(SCC(=O)NCC2CCCO2)n1Cc1ccccc1 (stereo not drawn)
4,CCOc1ccc(S(=O)(=O)NCCC(=O)NCC(c2ccc(OC)cc2)N2CCOCC2)cc1 (stereo not drawn)
7,CC(C)(C)C(=O)OCc1ccc(C2=CC(=O)CC(C)(C)C2=O)cc1
3,COc1ccc(NC(=O)C2CCN(S(=O)(=O)c3ccc(Cl)c(C(F)(F)F)c3)CC2)cn1
-1,CC(C)c1ccc(Nc2nc(N3CCOCC3)nc(N3CCOCC3)n2)cc1
-11,C[C@@H]1CN([C@H](C)CO)C(=O)c2cc(C#CC3CCCCC3)cnc2O[C@H]1CN(C)Cc1cccnc1
10,CCCc1cc(=O)[nH]c(SCC(=O)N2c3ccccc3NC(=O)C2(C)C)n1
-8,CN(C(=O)NC1CCCCC1)[C@H]1C[C@H]2c3[nH]c4ccccc4c3CCN2C(=O)[C@H]1CO

The last five entries of the part above open the next one.
RXFP1 antag,Structure
3,COc1ccc(NC(=O)C2CCN(S(=O)(=O)c3ccc(Cl)c(C(F)(F)F)c3)CC2)cn1
-1,CC(C)c1ccc(Nc2nc(N3CCOCC3)nc(N3CCOCC3)n2)cc1
-11,C[C@@H]1CN([C@H](C)CO)C(=O)c2cc(C#CC3CCCCC3)cnc2O[C@H]1CN(C)Cc1cccnc1
10,CCCc1cc(=O)[nH]c(SCC(=O)N2c3ccccc3NC(=O)C2(C)C)n1
-8,CN(C(=O)NC1CCCCC1)[C@H]1C[C@H]2c3[nH]c4ccccc4c3CCN2C(=O)[C@H]1CO
-5,COc1ccc(C2C=C(C)Nc3ncnn32)cc1 (stereo not drawn)
-4,COc1ccc(OC)c(CN2CCN(C(=O)c3cccc(S(=O)(=O)Nc4ccc(F)cc4)c3)CC2)c1
2,COc1ccc(C2C3=C(COC3=O)Oc3cc4c(cc32)OCO4)cc1OC (stereo not drawn)
-6,CC(C(=O)O)n1cc(C#N)c(=O)[nH]c1=O (stereo not drawn)
-3,COC(=O)C1C2CC3c4[nH]c5cc(OC)ccc5c4CCN3CC2CC(OC2CCCCO2)C1OC (stereo not drawn)
-24,O=C(Nc1ccc(Nc2ccccc2)cc1)c1ccc(Cl)cc1
-6,COc1ccc(NC(=O)c2cc(-c3ccco3)nc3ccccc23)cc1
1,COc1ccccc1NS(=O)(=O)c1ccc(C)c(C(=O)NCC(c2cccs2)N2CCOCC2)c1 (stereo not drawn)

Going on with the list.
RXFP1 antag,Structure
6,O=P(O)(Cc1ccccc1)c1ccccc1
-6,Cc1cc(NC(=O)CSCC(=O)OCc2nnc(-c3ccc(F)cc3)o2)no1
13,S=C(NCCc1ccccc1)N/N=C/c1cccs1
-7,Clc1ccc2c(SCC3CO3)c3ccccc3nc2c1 (stereo not drawn)
3,CC(=O)NCCc1ccc(C(=O)COC(=O)c2cccs2)cc1
1,O=C(C[C@H]1C(=O)N(C2CCCCC2)C[C@@H]1c1ccccc1)Nc1ccc(Br)cc1
-2,CC1(C2CC2)NC(=O)N(CC(=O)Nc2ccc(OC(F)F)cc2)C1=O (stereo not drawn)
-29,CN(N=C(c1ccccc1)c1ccccc1)c1ccccc1

Five successive entries out of the list so far, for reference:
RXFP1 antag,Structure
-7,Clc1ccc2c(SCC3CO3)c3ccccc3nc2c1 (stereo not drawn)
3,CC(=O)NCCc1ccc(C(=O)COC(=O)c2cccs2)cc1
1,O=C(C[C@H]1C(=O)N(C2CCCCC2)C[C@@H]1c1ccccc1)Nc1ccc(Br)cc1
-2,CC1(C2CC2)NC(=O)N(CC(=O)Nc2ccc(OC(F)F)cc2)C1=O (stereo not drawn)
-29,CN(N=C(c1ccccc1)c1ccccc1)c1ccccc1

(more compounds)
RXFP1 antag,Structure
-12,COC(=O)C1CCN(C(=O)COC(=O)c2cc(S(=O)(=O)N3CCOCC3)ccc2C)CC1
10,CC(=O)Nc1ccc(S(=O)(=O)NC(C)C(=O)OCC(=O)Nc2ccc(F)cc2Cl)cc1 (stereo not drawn)
13,C[C@@H]1CN([C@@H](C)CO)C(=O)CCCn2cc(nn2)CO[C@H]1CN(C)S(=O)(=O)c1ccccc1C#N
-4,C[C@@H]1CN([C@H](C)CO)C(=O)c2c(c3ccccc3n2C)-c2ccccc2CO[C@@H]1CN(C)C(=O)Nc1ccccc1C(F)(F)F
-16,O=C(Nc1cccc(Cl)c1Cl)C1CCCC1
?,COc1ccccc1C=NNC(=O)NN=Cc1ccccc1OC
0,CC(=O)OCC1OC(n2c(-c3ccc(Cl)cc3)ccc(C#N)c2=S)C(OC(C)=O)C(OC(C)=O)C1OC(C)=O (stereo not drawn)
-3,C[C@@H]1CN([C@@H](C)CO)C(=O)CCCn2nncc2CO[C@H]1CN(C)S(=O)(=O)c1cccc(C#N)c1

Additional structures
RXFP1 antag,Structure
5,Cc1onc(-c2ccccc2)c1-c1nnc(COC(=O)c2ccc(F)cc2)o1
-24,Cn1c(=O)c2c(nc(CN3CCCCC3)n2CCCc2ccccc2)n(C)c1=O
3,Cc1ccc([C@H]2C[C@@H](O)[C@H](n3cc(-c4ccc(F)cc4)nn3)CN2C(=O)C2CCCCC2)cc1
-4,O=C(O)CSc1ccn(Cc2ccccc2)c1
-3,CCc1ccc(CNC(=O)C(=O)NCCc2ccc(OC)c(OC)c2)cc1
2,CCOC(=O)N1CCN(C(=O)CSc2nc3nc(C)cc(C)n3n2)CC1
11,COc1ncnc2c1ncn2CCCNCc1ccco1
-10,O=C(O)CNC(=O)C1(NC(=O)OCc2ccccc2)CCCC1

Next records
RXFP1 antag,Structure
4,O=Cc1cc(N=Nc2ccc(S(=O)(=O)O)cc2)ccc1O
-15,C=CCN(c1ccccc1OC)S(=O)(=O)c1cccc(C(=O)OC2CCOC2=O)c1 (stereo not drawn)
-4,Cc1cccc(NC(=O)c2nc[nH]c2C(=O)N[C@@H](C)CO)c1
-4,CCN(C(=O)COC(=O)CCOc1cc(C)ccc1C)c1c(N)n(Cc2ccccc2)c(=O)[nH]c1=O
9,CCCCn1c(CCl)nc2cc(S(=O)(=O)N3CCOCC3)ccc21
-14,CCOC(=O)c1ccc(NCc2ccncc2)cc1
-2,O=C(NCc1ccccc1)c1ccccc1
1,O=C1CCCCCCCN1Cc1ccccc1

(continued)
RXFP1 antag,Structure
0,OCc1nc2ccccc2n1CCCCOc1ccccc1
18,CC(=Nc1ccccc1)C1=C(O)C(Cc2ccc(F)cc2)NC1=O (stereo not drawn)
-1,Cn1ncc2c(=O)[nH]nnc21
-32,CCCCOP(=O)(OCCCC)C1(C)CC(=O)CC(C)(C)C1 (stereo not drawn)
-7,OCc1ccc(Cl)cc1Cl
-3,Cc1c(F)cccc1NS(=O)(=O)c1ccc(N2CCCC2=O)cc1
7,Cc1cc2nc(-c3ccccc3O)[nH]c2cc1C
-2,COc1ccc(Cl)cc1C(=O)NNC(=O)c1nn(C)c(=O)c2ccccc12

Taken from above.
In RXFP1 antag, COc1ccc(C(=O)c2ccc([N+](=O)[O-])cc2)c(OC)c1OC reads 5
In RXFP1 antag, Cc1cccc(N2CC(C(=O)OCC(=O)Nc3sccc3C(N)=O)CC2=O)c1C (stereo not drawn) reads 13
In RXFP1 antag, CCOC(=O)N1CCN(C(=O)CNC(=O)c2ccccc2F)CC1 reads -5
In RXFP1 antag, COc1ccc(Cl)cc1C(=O)NNC(=O)c1nn(C)c(=O)c2ccccc12 reads -2

Some of the compounds tested; rates above refer to the full screens.
